HRas wt GTP bind: human HRas wildtype GTP binding, change in either direction | GST-Ras wt beads, Bodipy-FL-GTP binding, flow cytometry; actives lie on both sides | AID 759 | 190,000 compounds, 0.14% hits | P01112 | GTP binding activity, % at 10 µM;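 active means GTP binding activity at least 20% away from the 100% baseline, either lowered as inhibitor or raised as activator; inconclusive means flagged as likely green fluorescent, judged across all proteins in the well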;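 further: 0% = unlabeled GTP competition control and 100% = no-compound control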
Target sequence (P01112 whole entry, looked up): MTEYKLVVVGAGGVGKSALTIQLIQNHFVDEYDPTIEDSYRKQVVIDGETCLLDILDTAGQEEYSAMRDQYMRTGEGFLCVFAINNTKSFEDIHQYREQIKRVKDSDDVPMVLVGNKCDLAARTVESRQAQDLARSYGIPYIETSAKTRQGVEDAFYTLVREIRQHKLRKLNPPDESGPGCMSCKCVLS
Pf gametocyte: inhibitors of late stage P. falciparum gametocyte viability; P. falciparum stage V gametocytes, ATP luminescence, 24 h; inhibition, % at 10.9 µM; 150,000 compounds, 0.065% hits; AID 743093;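 active means inhibition above the mean plus 3 SD of compounds within the control limits, set per campaign, cut at about 38% in these data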;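 further: 0% = DMSO wells and 100% = medium only without gametocytes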
Rab7 wt GTP bind: modulators of GTP binding to dog Rab7 wildtype GTPase | GST-Rab7 beads, fluorescent GTP binding, flow cytometry; actives lie on both sides; untreated = 100%, excess cold GTP = 0% | GTP binding activity (percent of control), % at 10 µM | 190,000 compounds, 0.055% hits | AID 758;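 active means fluorescent GTP binding to Rab7 beads changed by at least 20 points from the 100% baseline, either direction, mostly lower; inconclusive means compound itself probably fluorescent, or too few beads counted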;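 further: median green fluorescence of bound Bodipy-FL-GTP per Rab7 bead population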
GSH fluor: GSH bead compound fluorescence profile. AID 1776. fluorescence (KMESF) at 10 µM. 190,000 compounds, 0.25% hits. GSH beads flow cytometry, compound fluorescence 488/530 nm; stronger effect = higher value; in the data active means fluorescence above about 89;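 further: glutathione beads carrying GST-tagged Bcl family fusion proteins plus one bare bead set; values are compound well signal with DMSO vehicle wells as background; inactives centre near 16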
ABCG2 block: inhibitors of human ABCG2 transporter, ABCB1 counter-screen; Q9UNQ0; IgMXP3 cells, JC-1 efflux, flow cytometry; inhibition, % at 6.6 µM; 190,000 compounds, 0.1% hits;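 active means inhibition above 80%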;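 further: 0% = DMSO and 100% = nicardipine control wells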
Target sequence (Q9UNQ0 whole entry, looked up): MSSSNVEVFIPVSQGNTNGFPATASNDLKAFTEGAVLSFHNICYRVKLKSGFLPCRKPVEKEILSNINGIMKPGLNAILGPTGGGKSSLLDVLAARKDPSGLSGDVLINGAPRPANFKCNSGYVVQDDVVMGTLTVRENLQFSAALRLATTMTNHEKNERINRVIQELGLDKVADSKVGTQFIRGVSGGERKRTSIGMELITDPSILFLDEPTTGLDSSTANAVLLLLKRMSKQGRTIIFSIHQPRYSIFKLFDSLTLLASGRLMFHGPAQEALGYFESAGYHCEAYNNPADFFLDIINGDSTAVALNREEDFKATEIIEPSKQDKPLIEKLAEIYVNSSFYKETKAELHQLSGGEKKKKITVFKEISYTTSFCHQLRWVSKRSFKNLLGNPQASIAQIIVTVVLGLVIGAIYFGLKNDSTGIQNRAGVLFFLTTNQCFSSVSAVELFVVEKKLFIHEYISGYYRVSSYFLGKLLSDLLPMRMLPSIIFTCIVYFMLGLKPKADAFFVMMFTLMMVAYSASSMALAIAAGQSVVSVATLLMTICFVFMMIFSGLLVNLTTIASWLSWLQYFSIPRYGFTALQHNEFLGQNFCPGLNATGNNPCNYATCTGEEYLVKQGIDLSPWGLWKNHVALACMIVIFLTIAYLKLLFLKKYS
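Incubation: cells with compound and JC-1, 10 min at 25 °C, rotating, no wash / Test system: IgMXP3 (ABCG2) plus far-red-tagged CCRF-Adr (ABCB1) cells / Compound dosing: one concentration, 6.6 µM final / Also added: JC-1 fluorescent substrate / Evaluation: efflux inhibition in percent versus controls / Detection: flow cytometry, 530 nm JC-1 signal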
Cdc42 wt: modulators (inhibitors or activators) of GTP binding to human Cdc42 wildtype | AID 761 | percent activity (GTP binding), % at 10 µM | 190,000 compounds, 0.2% hits | P60953 | GST-Cdc42 beads, Bodipy-GTP binding, flow cytometry; actives lie on both sides;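 active means percent activity GTP binding at least 20 points away from the 100% baseline, either down as inhibitor or up as activator; inconclusive means compound flagged as likely green fluorescent from well-wide comparison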;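 further: median bead fluorescence of bound Bodipy-FL-GTP at 100 nM; 0% = excess unlabeled GTP control and 100% = no compound control; below 100% means less GTP binding so inhibitor and above means activator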
Target sequence (P60953 whole entry, looked up): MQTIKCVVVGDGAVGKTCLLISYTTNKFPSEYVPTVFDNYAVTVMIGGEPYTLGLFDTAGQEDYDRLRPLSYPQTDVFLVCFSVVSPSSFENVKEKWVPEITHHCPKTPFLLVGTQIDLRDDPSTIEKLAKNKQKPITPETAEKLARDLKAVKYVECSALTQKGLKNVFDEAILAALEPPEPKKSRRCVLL
Rac1 act GTP bind: human Rac1 activated mutant GTP binding change; P63000; GST-Rac1 activated beads, fluorescent GTP binding, flow cytometry; actives lie on both sides; 100% means binding = to untreated wells; percent activity (GTP binding), % at 10 µM; 190,000 compounds, 0.11% hits; AID 764;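 active means GTP binding at least 20 percentage points away from the 100% baseline, in either direction, so actives lie on both sides; inconclusive means Compound likely fluorescent itself, or too few beads counted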
Avidin bead fluor: avidin bead compound fluorescence profile. fluorescence (KMESF) at 10 µM. 220,000 compounds, 0.38% hits. AID 1775. Avidin beads, compound fluorescence 488/530 nm, flow cytometry; stronger effect = higher value; in the data active means fluorescence above about 47; further: inactives centre near 10
ABCB1 block: inhibitors of human ABCB1 transporter, ABCG2 counter-screen; CCRF-Adr cells, JC-1 efflux, flow cytometry; inhibition, % at 6.6 µM; 190,000 compounds, 0.067% hits; in the data active means inhibition above about 40%;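 further: 0% = vehicle and 100% = reference inhibitor; higher value means more JC-1 retained so stronger ABCB1 efflux block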
Rab2 wt GTP: changes GTP binding to wildtype dog Rab2A, up or down; P61105; GST-Rab2 wt beads, Bodipy-GTP binding, flow cytometry; GTP binding activity, % at 10 µM; 190,000 compounds, 0.19% hits; AID 760;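 active means GTP binding activity at least 20 points away from 100%, either lowered or raised; inconclusive means signal likely due to the compound's own green fluorescence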;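 further: 0% = beads with excess unlabeled GTP and 100% = no-compound control corrected for plate trend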
Rac1 wt GTP bind: human Rac1 wildtype GTP binding, inhibitors and activators | P63000 | GST-Rac1 beads, fluorescent GTP binding, flow cytometry; actives lie on both sides; 0 = cold GTP competed, 100 = untreated | GTP binding activity (% of control), % at 10 µM | 190,000 compounds, 0.27% hits | AID 757;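 active means GTP binding activity at least 20 points away from the 100% control level, either lower or higher; inconclusive means compound flagged as likely green fluorescent, judged across all proteins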
Starred values were filed as active, the others as inactive; u = inconclusive; x = no result given.

SMILES	HRas wt GTP bind	Pf gametocyte	Rab7 wt GTP bind	GSH fluor	ABCG2 block	Cdc42 wt	Rac1 act GTP bind	Avidin bead fluor	ABCB1 block	Rab2 wt GTP	Rac1 wt GTP bind
NC(=O)C1=C[C@H](c2ccccc2)C[C@H](OCc2ccc(CO)cc2)O1	97	x	102	17	-1	96	99	6	-0.4	96	98
O=S(=O)(c1ccccc1)c1nc(-c2ccccc2Cl)oc1NCCN1CCOCC1	100	x	102	16	2	102	99	6	1.5	100	103
Cc1nc2cc(NC(=O)Nc3nccs3)ccc2n1C	95	x	95	24	1	97	93	12	-0.2	93	98
Cc1ccccc1NCC(=O)N/N=C\c1ccc2c(c1)OCO2	94	x	94	19	2	96	94	4	0.1	93	96
Cc1ccc(-n2nnnc2SCC(=O)Nc2ncc(Cc3ccccc3Cl)s2)cc1	99	-9	100	19	0	102	97	8	-0.3	101	103
Cc1cc(NC(=O)c2noc3c2CCCC3)no1	96	14	94	34	-1	97	95	12	0.2	95	99
C#CCOCCOCCOCCNc1nc(N2CCN(C(=O)Cn3cc(CCCCN)nn3)CC2)nc(N2CCN(C(=O)Cn3cc(CCCCN)nn3)CC2)n1	98	14	95	17	2	104	101	10	0.3	96	104
COc1ccc(S(=O)(=O)N2CCN(C(=O)c3c(-c4ccccc4)noc3C)CC2)cc1	102	11	103	33	18	101	100	12	1.0	102	103
COc1ccc(CNC(=O)CS(=O)Cc2nc(-c3ccccc3C)oc2C)cc1 (stereo not given)	99	x	97	15	4	102	98	26	1.0	99	103
COC(=O)c1cn(CCOc2ccccc2)c2ccccc12	99	-26	97	18	0	100	99	5	0.0	100	99
CCOC(=O)C1=C(O)/C(=C/c2cc(OC)c(OC)c(OC)c2)N=C1C	107	x	106	21	0	106	101	20	0.0	107	103
CCS(=O)(=O)C(=C(Nc1ccc(OC)cc1)Nc1ccc(OC)cc1)S(=O)(=O)CC	101	4	100	7	4	99	96	13	1.6	100	99
O=C1CC2C(=O)NCCN2C(=NC(=O)c2ccc(Cl)cc2)N1 (stereo not given)	95	9	99	20	2	94	95	15	0.4	95	95
COc1ccc2cc(CCNC(=O)C3CCCC3)c(=O)[nH]c2c1	95	x	97	25	3	96	94	4	0.5	97	96
CCOC(=O)c1c(/N=C/C2=C(O)CC(C)(C)CC2=O)sc(C)c1C	100	-13	103	10	3	99	99	3	1.0	98	102
Oc1c(Cl)cc(Cl)c(Cl)c1Cc1c(O)c(Cl)cc(Cl)c1Cl	97	x	93	21	12	97	96	7	2.3	96	96
CN(C)c1ccc(NC(=O)CSc2nc3c(c(=O)[nH]2)CCCC3)cc1	102	x	101	24	1	100	98	17	0.8	100	101
O=C(CCSCc1cccc(Cl)c1)NCCC1=CCCCC1	98	3	99	18	12	96	96	12	0.3	96	100
CN(C)CCNC(=O)c1cc(Sc2ccc(F)cc2)nc2ccccc12	98	x	102	13	1	101	99	12	1.2	99	101
C=CCSc1nnc(NC(=O)c2ccc(Cl)nc2)s1	104	x	106	11	2	105	102	9	0.2	103	110
O=c1c(Cl)c(N/N=C/c2ccc(Br)cc2)cnn1-c1ccccc1	96	x	96	18	9	94	96	30	0.5	95	98
Cn1c(=O)n(C)c2cc(/C=C3/SC(=O)N(CC(=O)N4CCOCC4)C3=O)ccc21	100	-2	96	15	-5	102	101	3	-1.4	100	102
CCc1n[n+](CC(=O)c2ccccc2)c(N)s1	98	-9	99	11	-1	96	96	12	0.0	98	96
CC(C)Cc1nc2sc3c(=O)[nH]cnc3c2c2c1CCCC2	95	16	96	13	5	97	94	12	0.1	94	95
CC(=O)NC1(C(F)(F)F)C(=O)N(Cc2ccccc2)C2=C1C(=O)CC(C)(C)C2 (stereo not given)	100	11	99	12	3	98	98	11	1.8	99	100
O=C(c1cc(=O)c2ccccc2o1)N1CCN(c2cccc(Cl)c2)CC1	97	x	106	11	7	95	94	12	1.1	97	98
CCCCCN1C(=O)Cn2c(nc3ccccc3c2=O)C1C (stereo not given)	95	-2	101	15	2	97	94	9	-0.1	97	94
Cc1ccc(CNC(=O)C2CC(c3cccc([N+](=O)[O-])c3)=NO2)cc1 (stereo not given)	96	-28	95	23	-1	95	93	29	-0.1	95	96
COc1ccccc1C(=O)n1nc(-c2ccco2)nc1SC	97	16	108	11	0	95	96	6	0.1	100	100
COc1ccc(/C=N/NC(=O)OC(C)(C)C)cc1OC	100	x	98	15	6	100	99	21	5.0	99	103
Cc1ccc(NC2=NCCCCC2)cc1	99	-16	100	37	5	101	96	11	0.6	98	99
CC1(C)CC(=O)C2=C(C1)N(Cc1ccco1)C(=O)C2(NC(=O)c1ccc(Cl)cc1Cl)C(F)(F)F (stereo not given)	97	9	94	17	2	98	95	31	1.5	94	95
Cc1cc(/C=C(\C#N)c2nc3ccccc3[nH]2)c(C)n1C	98	-7	93	6	5	100	98	2	0.8	95	101
CCOC(=O)CCNc1n[nH]c(=O)[nH]c1=O	102	x	99	4	1	104	101	7	0.2	100	105
Cc1cc(C)nc(/N=c2/ssnc2Cl)c1	100	9	100	22	9	106	98	7	0.4	99	107
COc1ccc(C2OCC3(CO2)SC(=O)NC3=O)cc1OC (stereo not given)	98	25	104	18	3	99	96	6	-0.3	101	99
CCc1nnc(NC(=O)c2cccc(OC)c2)s1	107	14	100	28	-4	105	101	13	-5.2	105	107
Cn1c(CNC(=O)c2ccco2)nnc1SCC(=O)Nc1ccc(Br)cc1F	102	3	105	11	2	103	100	3	1.1	100	105
COc1ccc(N2CCN(S(=O)(=O)c3ccc(C(=O)NCc4ccco4)cc3)CC2)cc1	99	x	99	20	1	103	98	31	0.4	103	105
CCC(C)NC(=O)CN(c1ccc(OC)cc1)S(=O)(=O)c1ccc(NC(C)=O)cc1 (stereo not given)	103	x	99	19	10	103	100	23	0.9	99	106
COc1cc(C2C(C#N)=C(N)Oc3cc(C)n(CCc4ccccc4)c(=O)c32)cc2c1OCO2 (stereo not given)	97	x	96	37	3	97	95	12	1.2	98	95
CCCCSc1nnc(-c2ccc(NC(=O)CCc3ccccc3)cc2)n1C	103	8	101	14	4	101	100	22	1.2	101	107
CNC(=S)N1N=C(c2ccccc2)CC1c1ccc(OC)c(OC)c1 (stereo not given)	96	x	101	9	23	101	97	7	2.4	97	99
COc1cc2c(cc1OC)C(C(=O)NCc1ccco1)C1c3ccccc3CCN1C2=O (stereo not given)	101	x	97	26	34	105	99	43	1.6	102	104
CC(=O)c1c(C(C)=O)c(C)n(Cc2ccccc2)c1C	101	x	99	15	2	102	101	10	0.6	100	103
CCN(CC)CCCNS(=O)(=O)c1ccc(OC)cc1	99	x	98	12	0	103	98	38	0.1	99	100
CCOC(=O)N1CCN(c2ncc(C(F)(F)F)cc2Cl)CC1	97	-17	94	13	7	97	95	11	1.2	96	103
CCCCOP(=O)(c1ccc(N(C)C)cc1)C(O)c1ccncc1 (stereo not given)	101	x	101	60	0	103	101	11	0.1	99	104
N#CC1=C(N)Oc2n[nH]c(-c3ccncc3)c2C1c1ccsc1 (stereo not given)	103	-7	101	39	1	102	99	9	1.0	102	104
Cc1cc(Nc2nc3ccccc3nc2Cl)n(-c2ccc([N+](=O)[O-])cc2)n1	99	7	97	39	10	98	98	3	0.1	96	106
COc1ccc(CN2CCN(C(=O)CC(C)C)CC2)cc1OC	100	x	99	17	3	100	98	9	0.3	99	101
O=C(c1cccs1)N(Cc1ccccn1)Cc1ccco1	108	x	106	10	0	104	94	15	0.1	95	112
COC(=O)[C@H](C)[C@H]1C[C@]1(C)[C@H](NC(=O)OCc1ccccc1)c1ccccc1	u	x	u	19	25	u	u	6	2.5	u	u
COc1cc(-c2noc(-c3cccc(Cl)c3)n2)cc(OC)c1OC	101	23	100	23	7	100	99	17	1.0	100	100
CCOC(=O)Cc1csc(NS(=O)(=O)c2ccc(SC)cc2)n1	99	-15	107	18	4	97	94	10	0.0	97	100
O=C(CCn1cnnn1)Nc1ccccc1F	97	0	101	11	1	101	99	5	0.8	100	104
COC(=O)c1ccc(CNC(=O)COC(=O)C2CCC(C(C)(C)C)CC2)cc1 (stereo not given)	99	17	97	12	1	98	101	13	0.5	99	98
C/C(CC(C)(C)c1ccccc1)=N\NS(=O)(=O)c1ccccc1	95	-12	96	18	0	96	96	12	0.1	97	97
N#C/C(C(=O)N1CCCC1)=C1/N=C(N)c2ccccc21	97	10	96	11	-3	98	96	5	-1.3	97	102
Cc1ccc(NC(=S)NC2CC3CCCC(C2)N3Cc2cccs2)cc1 (stereo not given)	106	-25	102	20	1	104	100	13	0.3	104	102
More results:
SMILES	HRas wt GTP bind	Pf gametocyte	Rab7 wt GTP bind	GSH fluor	ABCG2 block	Cdc42 wt	Rac1 act GTP bind	Avidin bead fluor	ABCB1 block	Rab2 wt GTP	Rac1 wt GTP bind
Cc1ccc(C#CC[N+]2(CC#Cc3ccc(C)cc3)CCCCC2)cc1	105	2	102	10	0	105	103	6	0.8	104	106
CC(C)Cn1c(N)c(C(=O)COC(=O)c2ccccc2F)c(=O)n(C)c1=O	91	x	96	11	5	94	94	17	1.6	98	93
Cc1ccc(S(=O)(=O)NCC2CCC(C(=O)O)CC2)cc1 (stereo not given)	104	x	101	11	0	105	101	21	-0.1	100	109
O=C(CCS(=O)(=O)c1ccc(Br)cc1)N1CCN(c2ccccc2)CC1	99	-1	101	23	2	103	99	24	1.0	98	105
COCCNC(=S)N/N=C/c1ccc2c(c1)OCCO2	95	7	94	13	4	102	96	13	0.4	99	97
CCOC(=O)c1cc(C)sc1NC(=O)C1CCC1	98	x	98	14	3	102	99	24	0.4	96	105
Cc1ccccc1OCC1Cc2c(nc(N)c(C#N)c2N)O1 (stereo not given)	102	x	103	26	44	101	99	10	1.8	103	110
CN(CC(=O)Nc1ccc(F)c(F)c1F)C(=O)/C=C/c1ccc(Cl)cc1	95	7	99	11	8	98	94	25	0.3	97	97
CCOc1ccccc1CNC(=O)Cn1c(=O)oc2ccccc21	97	x	96	27	0	98	97	7	0.3	97	96
Clc1nnc(N2CCCCC2)c2ccccc12	97	-2	97	15	15	94	94	10	-1.5	99	99

High-throughput results from PubChem.
